Screens (PubChem)
PREPL inh – inhibits the human prolyl oligopeptidase-like enzyme; recombinant PREPL, fluorescence polarization activity-based probe; inhibition, % at 5.96 µM; 320,000 tested, 0.68% active; Q4J6C6; in the data active means inhibition above about 43%;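 further: 0% = enzyme with DMSO and 100% = wells lacking enzyme; many of its hits are not listed in these tables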
GSTO1 inh – blocks human GSTO1 in RBBP9 counter-screen | recombinant GSTO1, activity-based probe fluorescence polarization | inhibition, % at 5.96 µM | 300,000 tested, 1.1% active;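 active means inhibition above the campaign mean inhibition plus 3 SD, cut at about 35% in these data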;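 further: 0% = GSTO1-1 with DMSO and 100% = wells lacking GSTO1-1 enzyme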
EBNA-1 inh – blocks EBNA-1 binding to DNA; EBNA-1 DNA binding, fluorescence polarization; 300,000 tested, 0.34% active; inhibition, % at 14.8 µM; in the data active means inhibition above about 28%
ZTA counter – counter-screen for EBNA-1 inhibitors: inhibitors of Epstein-Barr virus ZTA. P03206. ZTA-DNA binding, fluorescence polarization. inhibition, % at 11 µM. 320,000 tested, 0.15% active; in the data active means inhibition above about 33%
PAD4 FP inh – inhibitors of human PAD4. 330,000 tested, 0.41% active. inhibition, % at 6.36 µM. recombinant PAD4, RCA probe fluorescence polarization;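 active means percent inhibition above a cutoff equal to the mean of all tested compounds plus 3 SD, cut at about 15% in these data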;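 further: 0% = PAD4 with RCA probe and DMSO and 100% = probe without PAD4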
Target sequence (Q9UM07 whole entry, looked up): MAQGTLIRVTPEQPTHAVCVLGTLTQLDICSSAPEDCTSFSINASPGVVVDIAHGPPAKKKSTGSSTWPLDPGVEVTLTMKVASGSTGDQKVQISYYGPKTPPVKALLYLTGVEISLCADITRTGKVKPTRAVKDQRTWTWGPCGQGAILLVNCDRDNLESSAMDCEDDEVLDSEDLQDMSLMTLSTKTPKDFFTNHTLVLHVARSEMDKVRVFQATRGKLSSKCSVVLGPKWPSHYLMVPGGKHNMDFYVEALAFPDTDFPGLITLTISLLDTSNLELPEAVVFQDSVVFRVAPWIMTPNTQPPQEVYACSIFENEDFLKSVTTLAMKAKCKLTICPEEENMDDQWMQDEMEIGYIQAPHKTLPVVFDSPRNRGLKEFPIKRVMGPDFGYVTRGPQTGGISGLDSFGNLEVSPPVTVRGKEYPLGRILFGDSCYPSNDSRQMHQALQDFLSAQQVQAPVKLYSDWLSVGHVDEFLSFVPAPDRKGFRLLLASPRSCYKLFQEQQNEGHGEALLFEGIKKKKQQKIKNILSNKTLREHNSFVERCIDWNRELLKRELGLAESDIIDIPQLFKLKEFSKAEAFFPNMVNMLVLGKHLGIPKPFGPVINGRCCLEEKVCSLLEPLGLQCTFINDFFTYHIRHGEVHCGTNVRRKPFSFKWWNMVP
PAFAH1B3 FP inh – inhibitors of human PAFAH1B3; Q15102; recombinant PAFAH1B3, FP-rhodamine probe, fluorescence polarization; inhibition, % at 3.39 µM; 340,000 tested, 0.28% active; AID 492972;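 active means inhibition above the screen-wide average of all tested compounds plus 3 SD, cut at about 25% in these data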;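 further: 0% = enzyme with DMSO only and 100% = wells lacking PAFAH1B3 protein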
Target sequence (Q15102 whole entry, looked up): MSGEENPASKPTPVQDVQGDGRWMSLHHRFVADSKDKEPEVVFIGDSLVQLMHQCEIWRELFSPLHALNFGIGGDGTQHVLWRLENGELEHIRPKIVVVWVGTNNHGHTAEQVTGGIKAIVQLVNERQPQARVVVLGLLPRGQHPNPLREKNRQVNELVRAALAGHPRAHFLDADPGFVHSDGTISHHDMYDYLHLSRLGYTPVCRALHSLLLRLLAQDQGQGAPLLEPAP
PAFAH2 inh – PAFAH2 (human) inhibition; AID 492956; inhibition, % at 3.39 µM; Q99487; recombinant PAFAH2, FP-rhodamine activity probe, fluorescence polarization; 340,000 tested, 0.99% active;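 active means inhibition above the mean over all tested compounds plus 3 SD, cut at about 30% in these data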;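 further: inhibitors block probe labeling of enzyme so polarization drops; 0% = enzyme with DMSO and 100% = wells lacking PAFAH2 protein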
LYPLA2 counter – LYPLA2 (human) inhibition in PME1 counter-screen. O95372. recombinant LYPLA2, FP-Rh probe fluorescence polarization. inhibition, % at 5.9 µM. 320,000 tested, 0.38% active. AID 2177;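 active means inhibition above the screen-wide mean plus 3 SD, limit set per campaign, cut at about 26% in these data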;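 further: 0% = LYPLA2 with DMSO and 100% = wells lacking LYPLA2 enzyme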
LYPLA1 inh – blocks human lysophospholipase 1, a PME1 counter-screen. O75608. recombinant LYPLA1, FP-Rh probe fluorescence polarization. inhibition, % at 5.9 µM. 320,000 tested, 0.16% active;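 active means inhibition above the mean of all tested compounds plus 3 SD, set per campaign, cut at about 14% in these data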;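 further: inhibitors block serine hydrolase probe labeling of LYPLA1 so polarization falls; 0% = enzyme with DMSO and 100% = wells lacking LYPLA1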
Starred values were filed as active, the others as inactive; / = no result given. A portion of the library. The share of hits here may be higher or lower than overall.

SMILES	PREPL inh	GSTO1 inh	EBNA-1 inh	ZTA counter	PAD4 FP inh	PAFAH1B3 FP inh	PAFAH2 inh	LYPLA2 counter	LYPLA1 inh
CSc1ccc(CNCCCN(C)C)cc1	0.4	4.3	-12.0	7.9	0.8	2.1	4.4	2.2	-0.4
O=C(N/N=C/c1ccsc1)c1c[nH]c2ccccc12	-0.8	-3.8	7.9	-5.5	-0.1	7.8	2.6	-1.3	-0.5
O=C(CN(Cc1cccs1)C(=O)CCC(=O)Nc1ccccn1)NCc1ccccc1	-7.6	-1.4	-16.4	13.2	-0.5	6.0	3.3	-11.2	0.1
Cn1c(=O)c2c(ncn2CC(=O)N/N=C/c2cn[nH]c2-c2ccc(F)cc2)n(C)c1=O	-0.1	-5.2	-3.8	-6.5	-3.2	3.5	3.7	3.4	-0.3
O=C(CN(Cc1ccccc1)C(=O)CNS(=O)(=O)c1ccc(F)cc1)NCc1ccco1	-1.9	1.5	-8.0	-15.0	-1.7	1.2	13.8	5.0	0.2
CC(=O)C1=C(C)N(c2ccccc2)C(=O)C1(NS(=O)(=O)c1ccc(N)cc1)C(F)(F)F (stereo not drawn)	10.7	6.0	-2.3	-14.2	0.3	8.5	4.7	0.0	-2.0
Cc1ccc2cc3cc(C(=O)NCCN4CCOCC4)oc3nc2c1	15.7	5.9	-1.4	-6.5	1.4	18.7	-1.6	7.7	-1.9
O=C(Nc1ccc(N2CCOCC2)cc1)C1CC(O)CN1S(=O)(=O)c1ccc(Cl)cc1 (stereo not drawn)	5.3	2.3	13.0	-0.2	3.3	-16.1	-5.8	-0.5	-4.4
COc1ccccc1-n1c(-c2ccc(F)cc2)coc1=O	-2.2	3.6	-3.7	-3.7	0.9	10.3	2.2	-2.1	0.2
Cn1c(=O)[nH]c(=O)c2c1nc(N1CCOCC1)n2CC(=O)c1ccccc1	-6.5	2.2	-0.9	10.6	-0.9	-0.9	0.2	-1.0	-1.4
CCCNC(=S)Nc1ccc2nc(-c3ccccn3)c(-c3ccccn3)nc2c1	5.0	-2.1	6.2	12.1	-2.2	-2.1	-11.4	1.6	0.9
O=C(c1ccccn1)c1conc1C(=O)c1ccc(Br)cc1	-21.3	19.4	4.3	12.9	-1.7	3.6	-6.5	-0.3	-0.8
O=C1CCCN1c1cc(Cl)ccc1Cl	0.6	1.1	2.1	-3.1	-2.7	-2.2	-4.1	-3.5	-1.9
Cc1ccc(S(=O)(=O)N(C)C)cc1NC(=O)CSc1nc2ccccc2[nH]1	-3.5	-9.1	0.1	22.7	-2.6	0.7	6.8	-9.7	-0.6
CCCCNCc1cc(Br)c(OCc2cccs2)c(OC)c1	-63.4	6.6	17.9	24.6	-1.7	6.1	9.4	2.5	1.5
N#C/C(=C\c1ccc(OCCN2CCOCC2)cc1)C(=O)Nc1ccccc1F	4.4	1.6	1.5	6.8	0.5	-1.1	-1.1	-3.8	-4.0
CCN(CC(=O)NCCCN1CCOCC1)S(=O)(=O)c1cc(Cl)ccc1Cl	-12.0	6.8	-13.7	0.1	-0.1	1.5	-2.7	0.3	0.9
COc1cc2cnc(Cl)nc2cc1OC	26.7	-3.4	-6.9	9.9	-6.8	-2.4	-4.9	-7.8	0.1
O=C(Nc1ccc2oc(-c3cccc4ccccc34)nc2c1)c1ncn[nH]1	-12.3	-51.0	15.2	1.6	0.9	-8.6	-6.4	-33.1	-11.0
O=C(NCC1CCCO1)c1cc(-c2ccc(Cl)cc2Cl)on1 (stereo not drawn)	7.7	-1.6	6.1	-9.0	-3.9	-0.9	4.3	-3.7	0.7
CC(=O)Nc1ccccc1NC(=O)COc1cccc2ccccc12	-3.4	-1.5	10.8	4.3	-1.5	-0.6	1.3	-5.2	-2.4
Cn1c(=O)c2c(ncn2CC(=O)Nc2nccs2)n(C)c1=O	10.2	11.1	0.6	-12.5	3.1	5.5	2.2	3.6	1.3
CC(C)NC(=O)c1cnn2c1NC(c1cccs1)CC2C(F)(F)F (stereo not drawn)	6.5	-0.3	-7.0	6.1	-0.8	5.2	-4.6	4.4	-0.6
COc1ccc(/C=C/c2nc(-c3ccccc3)cc(=O)[nH]2)cc1	24.9	0.2	1.9	10.4	-3.0	5.9	2.7	3.0	-3.5
O=C1c2oc3ccccc3c(=O)c2C(c2cccc(F)c2)N1CCCO (stereo not drawn)	14.5	-2.7	-10.4	3.1	-4.3	-2.8	3.6	-1.5	6.1
CCCCn1c(N)c(N(Cc2ccccc2OC)C(=O)C(C)Oc2ccc(Cl)cc2)c(=O)[nH]c1=O (stereo not drawn)	13.4	2.2	5.4	-11.6	-1.0	13.0	0.7	3.9	4.6
Cc1ccccc1N1CC(=O)Nc2c(oc3nc(-c4ccccc4)cc(C)c23)C1=O	2.5	-1.8	0.3	-6.0	-3.9	-0.3	5.8	2.9	0.3
CCCc1nc2oc3c(Cl)ncnc3c2c2c1CCCC2	0.6	-1.7	-4.5	-3.7	-0.8	-4.8	6.0	0.3	0.9
Cc1nn(C(C)C(=O)NCC2CCCO2)c(C)c1[N+](=O)[O-] (stereo not drawn)	19.1	12.2	-6.3	-12.4	2.5	1.3	6.0	-0.1	-0.4
Cc1cccnc1NC(=O)CNC(=O)C12CC3CC(CC(Cl)(C3)C1)C2	16.8	0.7	-5.7	-17.5	2.8	3.7	-0.3	-1.2	2.0
CC(C)c1ccc(S(=O)(=O)N2CCN(C(=O)CCNC(=O)Nc3ccccc3)CC2)cc1	7.8	/	/	1.4	-2.0	-0.9	-0.7	-0.4	-1.3
Cc1cccc(COc2ccc(/C=N/NC(=O)c3nnn(-c4nonc4N)c3COc3ccc(F)cc3)cc2)c1	-16.2	4.1	-1.3	0.0	-8.9	5.3	-11.1	-10.9	-6.2
COC(=O)COc1ccc(-c2nccc(-c3ccccn3)n2)cc1	10.1	-2.9	1.4	-2.0	2.4	16.4	-5.5	-0.4	-3.5
C=CCc1cc(Cl)ccc1OCCCNC(C)CC (stereo not drawn)	1.3	5.9	-5.6	-0.8	0.1	4.5	1.5	1.6	1.1
Nn1c(Cc2ccccc2)n[nH]c1=S	6.6	6.4	0.2	6.6	3.2	3.5	6.5	5.6	2.4
Cc1csc(NC(=O)c2cnccn2)n1	-4.0	6.1	4.5	4.2	-1.3	13.4	7.5	4.5	0.7
COc1ccc(NC(=O)CCCCCN2C(=O)c3ccccc3C2=O)c(OC)c1	9.5	7.8	0.3	-6.1	-0.8	7.6	1.1	-1.0	-0.7
O=C(Nc1ccccc1)N1CCN2C(=O)c3ccccc3C12c1ccccc1 (stereo not drawn)	-8.0	7.8	-4.6	13.4	1.2	0.3	-1.6	-9.3	-3.9
O=C(CN1CCN(c2cccc(C(F)(F)F)c2)CC1)Nc1cccc(C(F)(F)F)c1	0.8	1.0	-12.0	3.2	-1.3	6.8	2.3	7.0	9.1
Cc1ccc(S(=O)(=O)c2ccc(C)cc2)cc1	8.7	0.2	-2.2	3.6	-4.8	-4.8	7.5	3.6	2.1
CCOC(=O)c1ccc(NC(=O)N2CCc3ccccc3C2)cc1	0.0	-4.7	12.4	-5.7	-0.4	0.3	0.8	-0.3	-2.1
Cc1cc(NC(=O)Cn2ccc([N+](=O)[O-])n2)no1	-2.3	-0.1	-4.9	11.3	-3.9	13.5	-2.7	-2.4	1.6
O=C1CCCC2=C1C(c1cccs1)n1ncnc1N2 (stereo not drawn)	7.9	6.0	6.5	0.6	-4.0	-1.5	2.3	5.9	0.4
COc1ccc(-c2[nH]nc3c2C(c2ccncc2)C(C#N)=C(N)O3)cc1 (stereo not drawn)	-1.5	11.1	-16.2	2.8	-9.3	9.6	9.2	-3.2	0.1
COc1ccc(C(c2sc3ncnn3c2O)N2CCN(c3ccccc3F)CC2)cc1OC (stereo not drawn)	8.2	4.7	8.5	15.1	1.8	1.7	-0.1	-0.8	-0.6
CCOC(=O)C1C(=O)CC(O)(c2ccccc2)CC1c1ccccc1 (stereo not drawn)	1.0	5.1	3.6	3.6	-1.4	6.5	2.0	4.9	-0.9
O=C1N[C@@H](Cc2ccccc2)C(=O)N2[C@H]1C[C@]1(Br)c3ccccc3N(S(=O)(=O)c3ccccc3)[C@H]21	14.2	7.9	7.8	-13.6	-0.9	6.3	-1.1	-4.2	-6.7
NC(N)=NS(=O)(=O)c1ccc(N/C=C/C(=O)c2ccc(Cl)c(Cl)c2)cc1	18.9	0.4	3.7	10.8	-3.1	5.1	-1.2	-5.5	-12.3
COc1ccc(-c2cnc3c(-c4ccc(F)cc4)cnn3c2N)cc1	-3.0	0.0	-0.6	-7.6	-0.8	10.2	-12.9	3.8	-1.9
Oc1ccc(C[C@H]2CNCCN2CCc2cc(C(F)(F)F)cc(C(F)(F)F)c2)cc1	-10.2	-0.6	-1.7	-31.2	6.2	3.2	-8.1	3.9	-4.7
CC(OC(=O)c1ccccc1C(=O)N(C)c1ccccc1)C(=O)Nc1ccc(C(N)=O)cc1 (stereo not drawn)	-8.4	-0.2	-5.9	12.1	-2.6	3.9	-2.8	2.4	2.6
Cc1cc(C(=O)COc2ccccc2[N+](=O)[O-])c(C)n1-c1cccc(S(=O)(=O)N2CCOCC2)c1	15.1	0.0	-1.1	-12.9	-4.9	3.7	-3.7	10.8	1.7
C[C@H](CO)N1C[C@H](C)[C@@H](CN(C)S(C)(=O)=O)Oc2ccc(NC(=O)C3CC3)cc2C1=O	13.8	/	/	/	-1.3	7.2	-8.8	/	/
CCCCOc1cccc(C2/C(=C(\O)c3ccc4c(c3)OCCO4)C(=O)C(=O)N2CCN2CCOCC2)c1 (stereo not drawn)	0.9	-0.9	1.3	1.0	3.0	3.3	0.1	-3.9	0.6
S=C(Nc1ccccc1Cl)N(CCCN1CCOCC1)Cc1ccco1	0.3	-2.8	-4.9	2.0	-2.0	-1.3	-1.6	11.8	0.7
Cc1cc2c(cc1C)N(Cc1ccc(Cl)cc1)C1=NCCCN12	16.1	5.7	-0.4	13.9	2.8	-4.8	2.3	-0.8	-2.1
O=C(NCc1ccccc1)c1cc(S(=O)(=O)N2CCC3(CC2)OCCO3)ccc1F	13.6	0.0	-9.6	-7.0	-2.7	7.4	1.9	1.9	-0.9
Cc1cc(C)n(C(=O)/C(C#N)=N\Nc2ccccc2[N+](=O)[O-])n1	1.5	-3.7	-6.9	1.6	-0.6	4.6	-2.5	-3.6	-1.9
CCc1ccccc1Cn1c(=O)oc2cccnc21	-4.6	-0.6	-4.7	13.4	3.6	9.0	-1.0	2.8	-2.8
Cc1cccc(-c2nc(=S)c3c(o2)CCCC3)c1	9.0	-4.7	7.2	-0.3	4.9	0.7	-2.2	-4.6	0.2
Cc1cccc(C)c1OCC(=O)N/N=C/c1ccncc1	12.4	5.2	1.4	-9.6	8.1	-2.4	6.2	4.0	1.0
COc1ccc(C)cc1NC(=O)CNC(C)C(=O)Nc1cc(Cl)ccc1Cl (stereo not drawn)	9.9	0.6	-3.5	-6.7	-8.8	8.1	-3.4	3.5	0.6

Entries of single compounds from above:
Listed for `Cc1cccc(-c2nc(=S)c3c(o2)CCCC3)c1` → PREPL inh = 9.0; GSTO1 inh = -4.7; EBNA-1 inh = 7.2; ZTA counter = -0.3; PAD4 FP inh = 4.9; PAFAH1B3 FP inh = 0.7; PAFAH2 inh = -2.2; LYPLA2 counter = -4.6; LYPLA1 inh = 0.2
Listed for `Cc1cc(C)n(C(=O)/C(C#N)=N\Nc2ccccc2[N+](=O)[O-])n1` → PREPL inh = 1.5; GSTO1 inh = -3.7; EBNA-1 inh = -6.9; ZTA counter = 1.6; PAD4 FP inh = -0.6; PAFAH1B3 FP inh = 4.6; PAFAH2 inh = -2.5; LYPLA2 counter = -3.6; LYPLA1 inh = -1.9
